Assay outcomes: PubChem, several laboratories
CIT2 TOR yeast: yeast TOR pathway CIT2-GFP modulation. S. cerevisiae CIT2-GFP strain, flow cytometry, 3 h; 100 means same as DMSO wells. 0.065% of 320,000 active. GFP response vs DMSO, % at 10 µM. AID 2029;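 active = GFP response relative to DMSO above a set limit, near the screen mean plus 3 SD, cut at about 150% in these data; inconclusive = Fewer than 70 cells measured for a yeast strain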;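 note: ratio of well median GFP fluorescence to mean of DMSO wells on the plate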
Fam108B counter: counter-screen for RBBP9 inhibitors: inhibitors of mouse Fam108B. 0.33% of 300,000 active. AID 1947. recombinant Fam108B, FP-Rh probe fluorescence polarization. inhibition, % at 9.51 µM;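 active = inhibition above the screen mean inhibition plus 3 SD, computed separately per campaign, cut at about 18% in these data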;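 note: inhibitors lower polarization as less probe binds the enzyme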
AGP1-GFP MLPCN: alters AGP1-GFP fluorescence in TOR pathway yeast screen; GFP response vs DMSO, % at 10 µM; 0.02% of 320,000 active; S. cerevisiae AGP1-GFP multiplex flow cytometry, 3 h; GFP as percent of DMSO wells;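 active = GFP response relative to DMSO above a set limit, near screen average plus 3 SD, cut at about 150% in these data; inconclusive = fewer than 70 cells counted for the yeast strain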;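 note: median GFP channel fluorescence of the gated AGP1 strain per well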
MEX-5 binding: C. elegans MEX-5 TCR-2 RNA binding activity | Q9XUB2 | activity score (negative = inhibition of binding), % at 10 µM | MEX-5/FITC-TCR2 RNA binding, fluorescence polarization; hits give low values | 0.38% of 300,000 active;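 active = inhibition past about -25% in most replicates, and total fluorescence under double the plate's negative control median, limit read from the data; inconclusive = replicates evenly split on the limit, or fluorescence at least double controls; inactive = too little inhibition in most replicates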;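 note: 0% = DMSO and -100% = 5 µM competing unlabeled TCR2 RNA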
Target sequence (Q9XUB2 whole entry, looked up): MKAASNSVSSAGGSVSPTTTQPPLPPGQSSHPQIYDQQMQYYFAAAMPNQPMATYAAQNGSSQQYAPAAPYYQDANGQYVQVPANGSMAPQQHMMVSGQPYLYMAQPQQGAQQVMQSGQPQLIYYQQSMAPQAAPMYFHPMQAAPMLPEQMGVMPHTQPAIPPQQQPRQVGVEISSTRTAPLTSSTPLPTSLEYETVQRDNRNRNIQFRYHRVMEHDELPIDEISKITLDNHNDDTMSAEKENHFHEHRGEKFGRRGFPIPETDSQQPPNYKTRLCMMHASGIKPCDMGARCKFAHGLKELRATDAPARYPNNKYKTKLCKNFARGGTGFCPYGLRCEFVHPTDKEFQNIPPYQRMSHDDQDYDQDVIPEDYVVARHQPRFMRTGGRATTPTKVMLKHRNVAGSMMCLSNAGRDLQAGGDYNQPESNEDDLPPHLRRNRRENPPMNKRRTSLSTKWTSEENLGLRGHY
GLD-1 TGE inh: GLD-1-TGE RNA interaction inhibition (C. elegans) | Q17339 | purified GLD-1 + fluorescein TGE RNA, fluorescence polarization | inhibition, % at 5.96 µM | 0.44% of 320,000 active;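 active = percent inhibition above a per-plate cutoff, the plate mean of test compounds plus 3 SD, cut at about 30% in these data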;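 note: 0% = DMSO wells with GLD-1 and probe and 100% = wells lacking GLD-1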
MCL1 BIM primary: inhibitors of human MCL1 binding to BIM-BH3 peptide; Q07820; GST-MCL1 / FITC-Bim-BH3 fluorescence polarization; inhibition, % at 10.9 µM; 0.68% of 320,000 active;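 active = inhibition above the mean inhibition of all tested compounds plus 3 SD, set per campaign, cut at about 40% in these data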;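 note: 0% = DMSO wells and 100% = unlabeled Bim-BH3 peptide control; higher means more loss of mP so more displacement of Bim peptide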
VLA-4 inh: inhibition in a human VLA-4 binding assay | P13612 | VLA-4 expressing cells, ligand binding flow cytometry | inhibition, % (about 7 µM as worked out from the volumes in the protocol) | 0.2% of 330,000 active; in the data active = inhibition above about 50%
GRK2 inh: human GRK2 inhibition via aptamer displacement. bead flow cytometry, FAM-aptamer displacement from GRK2. inhibition of aptamer binding, % at 10 µM. 0.59% of 330,000 active. AID 488847;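 active = inhibition of aptamer binding above 40%, roughly 3 SD of noise, on plates passing a quality check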;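 note: median bead fluorescence of bound FAM aptamer so fluorescent compounds give negative values; no value below 0 was filed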
BCLXL inh: Bcl-xL (human) inhibition; GST-Bcl-xL / FITC-Bim BH3 peptide fluorescence polarization; inhibition, % at 10.9 µM; 0.7% of 320,000 active;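 active = inhibition above the mean of all tested compounds plus 3 SD, cutoff set per campaign, cut at about 30% in these data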;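 note: 0% = DMSO wells and 100% = unlabeled Bim-BH3 peptide competitor; inhibitors lower millipolarization by displacing the labeled peptide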
Target sequence (Q07817 whole entry, looked up): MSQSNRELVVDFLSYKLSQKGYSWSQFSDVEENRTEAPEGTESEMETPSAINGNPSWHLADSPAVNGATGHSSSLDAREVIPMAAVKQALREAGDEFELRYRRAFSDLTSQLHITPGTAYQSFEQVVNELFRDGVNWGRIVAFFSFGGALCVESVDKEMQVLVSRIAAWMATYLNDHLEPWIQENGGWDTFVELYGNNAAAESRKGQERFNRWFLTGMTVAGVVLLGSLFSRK
Numbers without * were called inactive; ? = inconclusive; · = no result given.

Values run as follows: GLD-1 TGE inh	GRK2 inh	AGP1-GFP MLPCN	VLA-4 inh	Fam108B counter	CIT2 TOR yeast	MEX-5 binding	MCL1 BIM primary	BCLXL inh
> O=C(Nc1ccc(F)cc1F)c1sccc1SCc1cccc(C(F)(F)F)c1
    5.4	2.0	108.0	9.9	-8.3	108.5	1.7	0.6	0.5
> C=CCn1c(SCc2ccc(F)cc2)nc2c1c(=O)[nH]c(=O)n2C
    7.3	0.0	105.2	-27.7	1.6	100.5	-0.1	1.8	2.9
> O=C(COc1ccc(NC(=O)c2cccs2)cc1)c1ccc(F)cc1
    4.5	0.0	83.7	-9.3	0.8	91.6	-3.0	5.7	6.5
> Cn1c(=O)c(=O)n(C)c2cc(S(=O)(=O)N3CCCCC3)ccc21
    2.1	1.0	104.7	9.4	-0.8	110.5	-1.5	9.7	6.2
> CC(C)CN(C(=O)COc1ccc(Br)cc1C=O)C1CCS(=O)(=O)C1 (centres undefined)
    2.1	1.0	96.7	-3.5	-0.5	97.9	2.8	-1.9	-4.7
> Cc1ccc(S(=O)(=O)N(C)CC(=O)OCC(=O)NC(=O)NC(C)C)cc1
    -3.3	0.0	102.4	3.9	5.6	100.0	0.0	2.3	6.3
> O=C(NCc1cccs1)C1CC(=O)N(c2ccc(Cl)cc2)C1 (centres undefined)
    3.5	1.0	90.0	0.6	1.5	91.8	0.5	-1.4	1.8
> COCCNC(=O)CSc1ccccc1C(=O)NC1CCCc2ccccc21 (centres undefined)
    7.0	0.0	105.6	14.8	-0.1	100.6	0.7	5.3	2.1
> CCOc1nc(-c2ccncc2)nc2ccccc12
    1.8	2.0	74.1	2.3	-0.1	91.7	0.1	0.0	0.6
> COc1cc(-c2csc(N3CCOCC3)n2)cc(OC)c1OC
    1.8	1.0	103.8	15.8	-1.8	106.6	1.9	1.7	-1.7
> Cc1ccc(N(C)S(=O)(=O)c2ccc(-c3cnc(C4CC4)o3)cc2)cc1
    2.6	0.0	95.4	20.6	2.8	92.7	1.8	-5.4	-0.6
> CCC(=O)Nc1cc(NC(=O)CSc2nnc(C(C)C)n2CC)ccc1C
    -5.3	0.0	93.9	0.8	-1.1	86.6	0.5	0.9	5.2
> Cc1cc(Cl)ccc1NC(=O)Cn1cncn1
    14.4	0.0	94.3	52.9*	1.1	92.0	-0.9	3.9	2.1
> CC1CCc2c(sc(NC(=S)NC(=O)c3ccccc3)c2C#N)C1 (centres undefined)
    3.1	0.0	96.7	11.9	-0.1	89.8	0.6	7.0	7.5
> COc1ccc(/C=C(\C)c2nc(C)c(-c3ccccc3)c(=O)[nH]2)cc1
    -0.4	5.0	99.2	14.3	2.1	99.7	1.3	-2.4	-1.1
> CCSc1ccccc1C(=O)N=C1NC(=O)CC2C(=O)NCCN12 (centres undefined)
    -2.8	5.0	28.0	21.0	1.4	73.8	1.9	-1.8	-0.7
> c1ccc(CN2CCC(N3CCN(Cc4ccc5c(c4)OCO5)CC3)CC2)cc1
    -2.0	0.0	103.4	-4.8	1.6	102.4	0.8	-1.7	5.1
> Cc1ccc(SCC(=O)N(Cc2nc(-c3ccccc3)no2)C(C)C)cc1
    -1.3	1.0	101.7	12.2	-1.3	90.6	1.2	-5.2	-2.1
> O=C(NCCCn1ccnc1)C(=O)NCC1OCCCN1S(=O)(=O)c1ccc(Cl)cc1 (centres undefined)
    2.7	0.0	106.0	4.2	-0.8	104.7	0.2	10.3	0.0
> CN(NC(=S)Nc1ccc(OC(F)F)cc1)C(=S)Nc1ccc(OC(F)F)cc1
    -1.0	3.0	100.7	12.2	3.2	99.9	2.6	15.7	-3.3
> O=c1cnn([C@@H]2O[C@H](CO)[C@@H](O)[C@H]2O)c(=O)[nH]1
    9.1	1.0	73.5	-4.6	-7.0	65.7	1.5	6.3	5.3
> CCc1ccc(C(=O)Cn2ncc(Cl)c(Cl)c2=O)cc1
    5.5	3.0	·	10.5	-5.9	?	1.2	7.6	4.0
> COc1ccc(NC(=O)Oc2cc(C)ccc2C(C)C)cc1
    -1.7	1.0	102.2	-2.0	-2.0	103.9	1.4	9.2	7.5
> COc1ccc2cc3cc(C(=O)N4CCCCC4C)oc3nc2c1 (centres undefined)
    6.8	2.0	96.5	-0.7	6.9	95.5	-1.4	6.0	1.5
> Cc1c(C(=O)NCCSCc2cccc(C(F)(F)F)c2)cnn1-c1ccc(F)cc1
    -6.5	0.0	16.7	-10.8	1.4	66.0	1.1	6.7	9.8
> O=C(Nc1ccccc1)NC1CCCCC1
    4.1	2.0	91.8	13.2	3.0	95.9	-1.5	-0.4	-0.5
> COC(=O)C1CCCN1C(=O)COc1ccc(Cl)cc1Br (centres undefined)
    -1.2	2.0	109.8	-2.2	-4.2	104.6	2.4	3.5	8.0
> O=[N+]([O-])c1ccc2[nH]c3nc4ccccc4nc3c2c1
    -3.8	0.0	92.5	-8.1	-12.5	98.7	-1.3	23.3	14.2
> O=C(CSc1nnc(-c2cnccn2)n1Cc1ccco1)c1ccc(Cl)c(Cl)c1
    6.2	3.0	108.8	2.2	0.8	96.0	-1.0	-3.8	-1.9
> O=C(CSc1nncs1)Nc1ccc2c(c1)OCCO2
    -0.9	4.0	105.3	0.9	0.8	103.8	-2.2	9.9	7.8

A section from the list above:
Values run as follows: GLD-1 TGE inh	GRK2 inh	AGP1-GFP MLPCN	VLA-4 inh	Fam108B counter	CIT2 TOR yeast	MEX-5 binding	MCL1 BIM primary	BCLXL inh
> O=C(Nc1ccc(F)cc1F)c1sccc1SCc1cccc(C(F)(F)F)c1
    5.4	2.0	108.0	9.9	-8.3	108.5	1.7	0.6	0.5
> C=CCn1c(SCc2ccc(F)cc2)nc2c1c(=O)[nH]c(=O)n2C
    7.3	0.0	105.2	-27.7	1.6	100.5	-0.1	1.8	2.9

Continued:
Values run as follows: GLD-1 TGE inh	GRK2 inh	AGP1-GFP MLPCN	VLA-4 inh	Fam108B counter	CIT2 TOR yeast	MEX-5 binding	MCL1 BIM primary	BCLXL inh
> Cc1cccc2cc(COC(=O)c3ccccn3)c(=O)[nH]c12
    -0.2	6.0	88.3	-0.5	5.3	116.6	-0.2	3.6	5.0
> O=C(Cn1[nH]c(=O)c2ccccc2c1=O)NC1CCCCCC1
    0.8	2.0	98.2	10.6	8.0	94.8	0.8	-3.1	-3.5
> CN1CCN(C(CNS(=O)(=O)c2ccc(F)cc2)c2cccnc2)CC1 (centres undefined)
    -4.4	2.0	88.4	3.6	1.1	81.7	-1.4	6.1	0.4
> Cc1noc(C)c1CSc1ccccc1C(=O)Nc1nccs1
    5.9	0.0	101.6	3.5	-0.7	94.8	-1.6	4.2	4.5
> CC(C)C[C@H](NC(=O)N1CCn2c1nc1ccccc12)C(=O)NCc1ccccc1
    -9.1	0.0	103.6	11.0	0.8	100.4	-1.5	-1.6	-3.6
> O=C(c1cnccn1)N1CCc2ccccc21
    -1.3	24.0	102.5	6.0	3.7	100.5	-2.3	10.6	6.0
> O=C(Nc1ccc(Cl)cc1C(=O)NCc1cccnc1)c1ccco1
    0.5	3.0	103.2	0.7	-3.7	102.0	0.1	-6.6	-3.4
> O=[N+]([O-])c1ccc(Cc2nnc(-c3ccccc3Cl)o2)cc1
    -3.2	4.0	93.8	12.9	2.4	80.3	-1.5	-9.8	-1.9
> O=C(NCCSCc1c(F)cccc1Cl)c1ccco1
    3.4	0.0	110.2	4.4	0.8	87.2	-0.5	4.9	5.0
> CC(NC(=O)CCNC(=O)c1ccccc1Cl)C1CC2CCC1C2 (centres undefined)
    2.2	1.0	97.5	9.6	0.6	102.3	-1.3	-2.5	-3.2
> CCOC(=O)CC1(NC(=O)c2cc(COc3ccc(F)c(F)c3)on2)CCCCC1
    13.5	2.0	94.5	-89.1	-1.5	92.5	1.8	-6.8	0.7
> CC1CN(S(=O)(=O)c2ccc(C(=O)Nc3nncs3)cc2)CC(C)O1 (centres undefined)
    2.4	0.0	98.5	23.3	·	100.8	·	·	·
> Cc1cc(/C=N/n2cnnc2)c(C)n1-c1cccc(C(=O)O)c1
    -1.5	1.0	95.9	3.1	4.3	100.7	0.8	8.1	9.8
> CCN1C(=O)/C(=C2/C=Cc3cc(C)ccc3N2CC)N(C)C1=S
    -2.5	0.0	100.0	-1.0	15.6	111.6	-2.1	8.7	-5.5
> COc1cccc(CN2CCC(C(=O)N3CCN(c4ccccc4F)CC3)CC2)c1OC
    4.0	60.0*	91.7	5.3	-0.7	96.2	1.1	10.6	6.2
> COCCOc1ccc(C(F)(F)F)cc1NC(=O)CN1C(=O)NC2(CCCc3ccccc32)C1=O (centres undefined)
    -5.7	0.0	113.6	-6.1	·	88.6	·	·	·
> O=C(Cc1cn2ccsc2n1)NCc1ccccc1
    3.5	0.0	98.7	20.9	5.1	105.2	-1.8	-4.6	-4.7
> CC(=O)Nc1ccc(OCC(O)Cn2cncn2)cc1 (centres undefined)
    3.8	2.0	98.4	-2.1	3.1	96.5	-2.3	-6.0	-7.2
> CC1=CC(C)(C)n2c(O)c(N=N)c3c(C)ccc1c32
    1.8	0.0	105.8	-1.3	3.4	102.3	1.0	-0.9	10.2
> O=[N+]([O-])c1cc(C(F)(F)F)ccc1Sc1nccn1Cc1ccccc1
    5.2	4.0	100.8	9.0	-0.3	·	1.4	-1.1	4.5
> COc1ccc(NC(=O)c2cc(Cl)ccc2Cl)c([N+](=O)[O-])c1
    7.8	0.0	99.6	5.2	0.6	93.6	0.3	-2.9	1.7
> COc1ccc(C2C(C(=O)/C=C/c3ccco3)=C(O)C(=O)N2CCN2CCOCC2)cc1 (centres undefined)
    9.3	3.0	105.3	10.0	2.8	104.9	-3.0	20.9	22.6
> Cc1ccc(/C=C/C(=O)NCc2cccs2)o1
    3.4	0.0	107.0	19.0	5.3	98.7	-0.8	28.5	15.0
> O=C(Nc1cccnc1)c1cccc(F)c1
    -4.1	0.0	102.0	2.7	17.3	109.5	-0.9	0.5	6.2
